Screening data (PubChem)
PfHsp90 yeast 2 – growth inhibition of yeast expressing Plasmodium Hsp90; S. cerevisiae expressing PfHsp90, BacTiter-Glo ATP, 48 h; yeast lacking PDR1 and PDR3 efflux regulators; inhibition, % at 9.4 µM; 310,000 tested, 0.32% active; AID 504621;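 active = every replicate shows inhibition above about 80%, whatever the replicate mean, limit read from the data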;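 note: 0% = DMSO neutral controls and 100% = 20 µM radicicol positive controls; yeast relying on Plasmodium falciparum Hsp90 in place of its own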
AddAB inh – less growth of phage-infected E. coli with AddAB | E. coli expressing H. pylori AddAB, absorbance growth | inhibition, % at 11.9 µM | 330,000 tested, 0.29% active | AID 435030; in the data active = inhibition above about 12%;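 note: 0% = vehicle wells of infected cells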
OPRM1-OPRD1 inv – mu-delta opioid heterodimer inverse agonism; P35372+P41143; cell-based MOR-DOR heterodimer luminescence; inhibition, % at 9.3 µM; 340,000 tested, 0.21% active; AID 504357; in the data active = inhibition above about 22%, passing the limit was not always enough;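 note: 0% = cells with DMSO and 100% = wells without cells with DMSO; values of inactives mirror those of a sister screen read the other way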
Target sequence (P35372 whole entry, looked up): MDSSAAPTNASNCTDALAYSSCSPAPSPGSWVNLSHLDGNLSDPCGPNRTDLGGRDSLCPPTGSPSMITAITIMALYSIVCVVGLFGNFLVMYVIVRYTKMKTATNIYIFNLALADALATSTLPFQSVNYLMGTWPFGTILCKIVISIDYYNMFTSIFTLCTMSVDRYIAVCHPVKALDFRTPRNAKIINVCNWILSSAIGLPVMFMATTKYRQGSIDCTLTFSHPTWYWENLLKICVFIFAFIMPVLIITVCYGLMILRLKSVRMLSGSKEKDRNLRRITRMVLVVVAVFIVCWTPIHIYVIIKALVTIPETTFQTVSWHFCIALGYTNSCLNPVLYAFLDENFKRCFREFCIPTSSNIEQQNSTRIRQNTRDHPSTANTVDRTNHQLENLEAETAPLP
Target sequence (P41143 whole entry, looked up): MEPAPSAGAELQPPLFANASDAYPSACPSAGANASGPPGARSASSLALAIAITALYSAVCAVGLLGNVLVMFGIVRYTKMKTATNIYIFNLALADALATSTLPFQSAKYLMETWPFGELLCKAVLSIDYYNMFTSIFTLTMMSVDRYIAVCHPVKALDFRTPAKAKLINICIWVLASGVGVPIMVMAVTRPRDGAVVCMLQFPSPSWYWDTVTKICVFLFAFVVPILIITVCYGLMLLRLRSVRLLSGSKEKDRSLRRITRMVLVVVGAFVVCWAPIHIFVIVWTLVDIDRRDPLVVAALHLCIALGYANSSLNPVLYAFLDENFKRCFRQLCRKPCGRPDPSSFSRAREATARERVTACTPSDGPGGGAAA
E coli growth – bacterial growth inhibition, counter-screen for AddAB inhibitors. E. coli V3065 growth, OD600 absorbance, 18 h. inhibition, % at 11.9 µM. 330,000 tested, 0.27% active. AID 449728;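 active = inhibition above the campaign's mean inhibition across all tested compounds plus 3 SD, cut at about 9.9% in these data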;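 note: uninfected addAB+ strain grown without phage in ampicillin broth; 0% = DMSO wells and 100% = ciprofloxacin 0.95 µg/ml wells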
Mot1-301 SUMO – inhibitors of SUMOylation pathway: yeast Mot1-301 growth rescue. AID 2716. S. cerevisiae Mot1-301 growth rescue, ATP luminescence, 38.5C; percent above DMSO median, 100 means doubled. 320,000 tested, 1% active. growth rescue, % at 18.8 µM;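 active = every valid replicate shows activation above 250% relative to neutral control wells; inactive = the rest, any valid replicate at or below 250%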;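 note: OY570 slx delta 5 strain wells were the positive control but not used for scaling; some compounds called inactive have numbers as strong as hits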
MOR-DOR ag – OPRM1-OPRD1 heterodimerization agonism. 340,000 tested, 0.3% active. cells, luminescence. AID 504326. activation, % at 9.3 µM. P35372+P41143; in the data active = activation above about 18%;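 note: 0% = vehicle-treated cells and 100% = reference agonist; values of inactives mirror those of a sister screen read the other way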
PKA-R1A activ – activates the PKA-R1A holoenzyme complex. P00514+P68181. PKA-R1A dissociation, Cy5-IP20 fluorescence polarization; scaled: DMSO 0%, 113 µM cGMP 100%. activation, % at 11.4 µM. 340,000 tested, 0.083% active. AID 504707;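 active = percent activation above the mean of all tested compounds plus 3 SD, cut at about 19% in these data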;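 note: higher means more PKAc released from R1A so a rise in polarization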
Arrestin-AP2 inh – inhibitors of human beta-arrestin and AP2 interaction; FITC-arrestin peptide / GST-AP2 beads, flow cytometry; AP2 beta2 appendage carries R879A mutation; inhibition, % at 10 µM; 340,000 tested, 0.31% active;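 active = inhibition above a set limit, near 3 SD of compounds lacking own fluorescence, cut at about 54% in these data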;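 note: plate controls were DMSO wells for no effect and 5 µM unlabelled arrestin peptide for full effect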
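System: GST-AP2 R879A glutathione beads | Also added: FITC-arrestin peptide, 50 nM | Times: 12 min plus 1 h, RT | Signal: Bead flow cytometry, FITC channel | Buffer or medium: PBS with 0.05% Tween 20 and 0.1% BSA | Read-out basis: Percent drop in bead-associated FITC signal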
Pemphigus Ab inh – human desmoglein-3 autoantibody binding inhibition. binding (percent of control), % at 10 µM. P32926. DSG3-coupled beads, scFv-anti-DSG3-GFP binding, flow cytometry; stronger effect = lower value. 310,000 tested, 0.48% active;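 active = binding more than 3 SD below its plate's average and above zero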;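 note: hits lower antibody fragment binding to DSG3; some compounds called inactive have numbers as strong as hits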
phage Ecoli inh – E. coli growth loss with phage present | growth absorbance | inhibition, % at 11.9 µM | 360,000 tested, 0.26% active; in the data active = inhibition above about 11%
Tat transport – E. coli Tat transport inhibition. E. coli MC4100 TorA-mCherry Tat export, fluorescence. inhibition, % at 10 µM. 340,000 tested, 0.036% active. AID 488895;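 active = mean replicate inhibition at least 50% and at least half of replicates individually reaching 50%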;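 note: exported cargo escapes ClpAP degradation while cytoplasmic cargo is degraded and loses fluorescence; 0% = median of neutral control wells and 100% = median of NaSCN control wells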
The depositor's hits bear a star; . = no result given. An unsorted share of the library; any-hit rate near 2.8%.

# | molecule | PfHsp90 yeast 2 | AddAB inh | OPRM1-OPRD1 inv | E coli growth | Mot1-301 SUMO | MOR-DOR ag | PKA-R1A activ | Arrestin-AP2 inh | Pemphigus Ab inh | phage Ecoli inh | Tat transport
1 | COc1ccc(/C=N/NC(=O)c2cc(=O)[nH]c3ccccc23)cc1OC | 9 | 0.4 | -5 | -2.2 | -4 | 1.0 | 9 | 11 | 91 | 4.0 | -5
2 | CCCC(=O)c1ccc2c(c1)OCCO2 | 3 | -1.8 | 2 | -1.1 | -13 | -0.4 | 1 | 9 | 98 | 4.5 | -4
3 | Cc1cc(NC(=O)Cn2nc(C(=O)O)c3ccccc3c2=O)c([N+](=O)[O-])cc1C | -8 | 2.3 | 8 | 0.9 | -10 | -1.4 | 3 | -9 | . | -0.2 | 3
4 | CC(C)c1nc(SCC(=O)NC(=O)NC(C)(C)C)n[nH]1 | -10 | 1.6 | 9 | 2.5 | 6 | -1.7 | -6 | 8 | 102 | -1.5 | -2
5 | COc1cccc(NC(=O)CN(C)C(=O)c2ccc(-c3cccc(C(F)(F)F)c3)o2)c1 | 0 | 6.1 | -11 | -1.1 | -2 | 1.6 | -13 | -3 | 92 | 1.6 | 0
6 | O=C(COc1ccc(Br)cc1)N(Cc1cccs1)C1CCS(=O)(=O)C1 (centres undefined) | -5 | -0.1 | 2 | 1.3 | -19 | -0.3 | -11 | 22 | . | 0.7 | -6
7 | O=C1CC(N2CCN(Cc3ccccc3)CC2)C(=O)N1CCc1ccccc1 (centres undefined) | -7 | 1.5 | 1 | 2.0 | -8 | -0.3 | -4 | -10 | 98 | 2.6 | 8
8 | C[N+]1([O-])[C@@H]2Cc3cc4c(cc3[C@@H]1Cc1cc3c(cc12)OCO3)OCO4 (some centres undefined) | 5 | 4.5 | 12 | -0.8 | -3 | -2.2 | -9 | -4 | 101 | 4.1 | -9
9 | COc1cccc(NC(=O)Cn2c(CCC(=O)O)ccc2-c2ccc(Cl)cc2)c1 | 7 | 3.2 | 13 | -1.2 | 11 | -2.2 | -7 | 3 | 98 | 2.7 | -11
10 | CSCCNC(=O)c1ccc(OC2CCN(S(=O)(=O)N(C)C)CC2)cc1 | -3 | -1.1 | 12 | -0.5 | 3 | -2.6 | -3 | 5 | 96 | 3.2 | -8
11 | CC1CCCN(C(=O)Cn2nnc(-c3ccc(S(C)(=O)=O)cc3)n2)C1 (centres undefined) | -17 | 5.0 | 13 | -0.9 | 0 | -2.8 | -15 | -13 | 104 | 0.7 | -7
12 | O=C(NC1CC2CCCC(C1)N2Cc1ccccc1)c1cccc(F)c1 (centres undefined) | -4 | 4.9 | 8 | 4.4 | 4 | -1.7 | -9 | -3 | 120 | -0.7 | -10
13 | COC(=O)CNC(=O)COC(=O)/C=C/c1ccc2ccccc2n1 | 2 | 0.5 | 8 | 3.5 | 7 | -1.6 | -1 | -9 | 108 | 3.8 | 3
14 | CC[C@H](C)[C@H](NC(N)=O)C(=O)NCCc1ccc(OC)c(OC)c1 | . | -0.9 | -8 | -1.0 | 2 | 1.6 | -2 | 2 | 112 | 1.3 | -2
15 | CN(Cc1ccccc1)c1ccc(N2C(=O)CCC2=O)cc1[N+](=O)[O-] | 16 | -0.3 | 10 | 2.0 | 16 | -2.0 | 0 | -14 | 103 | 1.1 | 5
16 | Cc1csc2ncc(C(=O)N3CCCc4ccccc43)c(=O)n12 | 2 | 2.0 | -3 | -1.5 | -8 | 0.5 | 5 | 6 | 109 | 1.9 | 4
17 | COc1ccc(C(OCC(O)CNCCc2ccccc2)c2ccc(OC)cc2)cc1 (centres undefined) | 7 | . | -10 | . | 370 | 2.3 | 2 | 1 | 104 | 0.4 | 8
18 | COc1ccc(CCNc2ncnc3c2[nH]c2cc(OC)c(OC)cc23)cc1OC | 6 | -1.8 | -3 | -2.4 | 100 | 0.6 | -6 | -8 | 98 | 2.2 | 0
19 | COc1ccccc1-c1csc(-n2ncc(C#N)c2N)n1 | 4 | 5.6 | -19 | -1.1 | 16 | 3.3 | -6 | -32 | 111 | -0.4 | -2
20 | CC(=O)Nc1cc[n+](CC(=O)c2cccc([N+](=O)[O-])c2)cc1 | 7 | 1.8 | 3 | 0.4 | 2 | -0.7 | -8 | 5 | 93 | 1.7 | -5
21 | CCCc1nc(SCC(=O)N2CCCc3ccccc32)c2c(=O)n(C)c(=O)n(C)c2n1 | -45 | -1.6 | -33 | -1.6 | 22 | 5.6 | -3 | -4 | 93 | . | 13
22 | Cc1ccccc1CNC(=O)COc1ccccc1 | 0 | 3.8 | 10 | -0.5 | 49 | -2.1 | -5 | 18 | 91 | 0.8 | 2
23 | COc1cccc(-c2noc(C3CCCN(C(=O)CC(C)(C)C)C3)n2)c1 (centres undefined) | 4 | -1.9 | 8 | 1.4 | 130 | -1.5 | 13 | 4 | 101 | -0.2 | 4
24 | Brc1ccc(NC(c2ccccc2)c2ccncc2)cc1 (centres undefined) | 5 | -0.1 | 15 | -0.9 | -19 | -3.2 | -12 | 9 | 106 | 4.1 | -1
25 | O=C(O)CCCCCCC1C(=O)NC(=O)N1CCC(O)C1CCCCC1 (centres undefined) | -7 | 0.2 | 9 | 1.4 | -6 | -1.6 | -11 | 0 | 97 | 3.5 | -7
26 | CC(C)(C)NC(=O)Cn1nnc(-c2cccs2)n1 | 8 | 0.6 | 13 | 0.5 | -5 | -3.2 | 7 | -10 | . | 1.6 | 0
27 | Cn1c(SCc2c(Cl)cccc2Cl)nnc1-c1cccs1 | -6 | 0.6 | 14 | -1.2 | 0 | -2.8 | -2 | 1 | 100 | 1.1 | -6
28 | CNS(=O)(=O)c1ccc(Oc2ccc(S(=O)(=O)NC)cc2)cc1 | -1 | 3.7 | 9 | -1.3 | -3 | -2.0 | 2 | 24 | . | 0.4 | -5
29 | CCn1c(SCC(=O)Nc2cc(OC)ccc2OC)nc2c(c1=O)SCC2 | 1 | 6.5 | 15 | 2.0 | -10 | -2.8 | 3 | -10 | 105 | 3.3 | 1
30 | CC(C)(C)NC(=S)N/N=C/c1c(Cl)cccc1Cl | 0 | 1.1 | -6 | -2.5 | 1 | 1.1 | -2 | -21 | . | 4.5 | 2
31 | CC(=O)Nc1ccc(S(=O)(=O)Nc2cccc(-c3csc(C)n3)c2)cc1 | 1 | 0.6 | -22 | -0.8 | -1 | 4.1 | -5 | -1 | 113 | 3.1 | 13
32 | CCOc1ccc(Cc2c(C)[nH]c3ccc(C(=O)O)cc3c2=S)cc1 | 11 | -0.7 | 11 | -2.1 | 0 | -2.2 | 2 | 22 | 114 | 0.6 | 6
33 | N/C(=N\OC(=O)c1cccc(C(F)(F)F)c1)c1cnccn1 | 6 | -1.1 | -20 | 0.1 | 3 | 3.8 | -5 | 6 | . | 4.5 | -5
34 | CCS(=O)(=O)N1CCC(C(=O)NCc2ccc3c(c2)OCO3)CC1 | 12 | 3.6 | 6 | 2.3 | 4 | -1.1 | 0 | 44 | 94 | 3.0 | -3
35 | COC(=O)c1c(C)[nH]c(C=O)c1-c1ccccc1 | . | -0.9 | . | 0.7 | -22 | . | . | -14 | 108 | 0.5 | .
36 | O=C1CN(c2nc(-c3cccs3)nc3sc4c(c23)CCCC4)CCN1 | -9 | 2.3 | -13 | -1.4 | 36 | 2.7 | 1 | -19 | 79 | 3.2 | 8
37 | O=C(CCN1C(=O)c2ccccc2C1=O)N1CCN(Cc2ccccc2)CC1 | -1 | -1.5 | -1 | -0.2 | -13 | 0.2 | 8 | -2 | 86 | 3.0 | -3
38 | COc1ccc2[nH]c(C)c(CCN3C(=O)C4CC=CCC4C3=O)c2c1 (centres undefined) | 12 | 3.3 | 1 | -0.7 | 3 | -0.3 | -5 | -1 | 113 | 2.4 | 6
39 | Nc1c(Cl)cc(C(=O)NC2CC2)cc1Cl | . | . | 7 | . | . | -1.4 | 7 | 4 | 97 | 2.7 | -6
40 | O=C(O)CCC1OC(=O)C(O)=C1c1ccccc1 (centres undefined) | 11 | 1.9 | 17 | -2.0 | -11 | -3.5 | -7 | -3 | . | 4.0 | -6
41 | Cc1nnc(NC(=O)c2c(-c3ccccc3Cl)noc2C)s1 | -19 | 0.5 | 5 | -4.6 | 23 | -0.9 | -4 | 14 | 101 | 3.2 | -8
42 | O=C(Cc1ccccc1)Nc1cccc(NC(=O)c2cccs2)c1 | -6 | 2.6 | 12 | 0.8 | -34 | -2.0 | -10 | -1 | 85 | 5.0 | -7
43 | COc1ccc(C(=O)NNC(=O)C2CCCO2)cc1 (centres undefined) | -24 | 0.0 | 19 | 1.5 | 9 | -3.7 | 6 | -16 | 92 | 0.6 | 0
44 | COc1ccc(-c2noc(CN3CCCC(OCc4ccccn4)C3)n2)cc1 (centres undefined) | -11 | -1.1 | 9 | -2.6 | . | -1.8 | -12 | 2 | 108 | -1.5 | -1
45 | NC(=O)c1cc([N+](=O)[O-])ccc1NCc1ccccn1 | 0 | 2.1 | 5 | 0.0 | 5 | -0.9 | -2 | 25 | 101 | 1.5 | -15
46 | OCCCNc1ncnc2scc(-c3ccc(Cl)cc3)c12 | 11 | . | 17 | . | 6 | -3.9 | -6 | -12 | . | 1.2 | 6
47 | C[C@H](NC(=O)c1nc[nH]c1C(=O)N1CCN(C(=O)OC(C)(C)C)CC1)C(=O)OCc1ccccc1 | 1 | 2.9 | 3 | -0.5 | 4 | -0.5 | 1 | -4 | 105 | 1.4 | 12
48 | O=C(COC(=O)CNC(=O)c1ccc(Br)cc1)Nc1nnc(-c2ccccc2)o1 | . | 0.0 | 6 | 0.1 | 183 | -0.9 | -7 | 19 | 100 | 2.2 | -9
49 | O=C(NCCN1CCOCC1)c1ccc2c(c1)N(Cc1cccc(F)c1)C(=O)c1ccccc1S2 | -10 | -0.1 | 7 | -3.1 | . | -1.3 | -6 | -40 | 96 | 3.9 | 5
50 | O=C(CSc1ccsc1[N+](=O)[O-])N1CCN(c2ccccn2)CC1 | -14 | 11 | 14 | 5.1 | 4 | -2.1 | -10 | 14 | 81 | 5.3 | -9
51 | COc1ccccc1C1CCN(Cc2ccc(Cl)c(Cl)c2)CC1 | -9 | -0.9 | 5 | -2.0 | 38 | -1.1 | -5 | 5 | 113 | 1.0 | 1
52 | Cc1ccc(OCCC(=O)OCC(=O)c2c(N)n(CC(C)C)c(=O)n(C)c2=O)cc1 | -19 | -0.1 | -12 | -1.9 | 5 | 3.1 | -6 | -7 | 104 | 2.5 | 10
53 | Cc1ccc(NC(=O)COC(=O)c2c(-c3ccccc3)noc2C)cc1 | -11 | 2.8 | -29 | 1.0 | 15 | 7.0 | -4 | 16 | . | 2.1 | 4
